D1 ag = Allosteric Agonists of the Human D1 Dopamine Receptor: qHTS; AID 504660, 2011; D(1A) dopamine receptor (Homo sapiens), P21728; HEK293 T-REx D1 cells, calcium flux, agonist mode; activation, % at 2 µM; 1% of 360,000 active; in the data active means activation above about 30%; further: 0% is about no effect
Target sequence (P21728 whole entry, looked up): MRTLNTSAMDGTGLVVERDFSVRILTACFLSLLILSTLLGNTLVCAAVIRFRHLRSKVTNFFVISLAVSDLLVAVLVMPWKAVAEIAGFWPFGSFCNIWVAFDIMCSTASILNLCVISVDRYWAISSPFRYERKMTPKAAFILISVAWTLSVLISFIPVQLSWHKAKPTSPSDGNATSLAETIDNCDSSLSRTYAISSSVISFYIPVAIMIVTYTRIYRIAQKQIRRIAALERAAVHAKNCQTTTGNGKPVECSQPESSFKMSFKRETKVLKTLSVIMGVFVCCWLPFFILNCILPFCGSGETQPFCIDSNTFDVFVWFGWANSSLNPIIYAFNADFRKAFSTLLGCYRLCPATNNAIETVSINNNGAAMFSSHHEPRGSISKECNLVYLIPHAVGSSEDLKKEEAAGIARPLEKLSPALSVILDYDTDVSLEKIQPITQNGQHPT
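Agonism was scored from calcium flux recorded over 180 s (1 read/s) after pintool compound addition, following a 10-cycle baseline. Cells were inducible force-coupled HEK293 TREx D1, plated overnight at 30 C and loaded with no-wash calcium dye.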
Vif-A3F inh = qHTS for Inhibitors of Vif-A3F Interactions: qHTS; Potency, µM (doses to about 46.1 µM), inactives show at the highest dose activity, negative = active; AID 602313, 2012; 0.2% of 390,000 active; HeLa A3F-eYFP + Vif (tagged APOBEC3F with the HIV-1 protein that degrades it), YFP fluorescence increase; further: potency means the concentration at half of the fitted maximal effect; % of control where 0% means no effect; nearly all actives have a fitted effect of over 65% in size
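Fluorescence increase (Ex 488/Em 500-530) after overnight compound treatment at 37 deg C flags inhibition of Vif-driven A3F-eYFP loss in stable HeLa A3F-eYFP/Vif cells seeded overnight beforehand.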
D1 PAM = Potentiators of Human D1 Dopamine Receptor: qHTS; AID 504651, 2011; potentiation, % at 10 µM; 0.036% of 360,000 active; D(1A) dopamine receptor (Homo sapiens), P21728; HEK293 TREx D1 cells, calcium flux, dopamine EC20 potentiation; in the data active means potentiation above about 30%; further: 0% is about no effect
Glioma ERSR ind = qHTS for Inducers of the Endoplasmic Reticulum Stress Response (ERSR) in Human Glioma: qHTS | U87-MG GRP78 promoter luciferase reporter, 16 h | 0.02% of 420,000 active | Potency, µM, inactives show at the top dose activation, usual class: activators | AID 602332, 2012; further: potency means the concentration at half of the fitted maximal effect; series mostly up to about 76 µM; % of control where 0% means no effect; nearly all actives have a fitted effect of over 35% in size
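Stably transfected U87-MG human glioma cells carrying a GRP78-based luminescent sensor were seeded at 1000 cells/well, pin-dosed with compounds and incubated 16 h. Luciferase reagent was then added, and end-point luminescence was read after 10 min at room temperature.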
D1 antag = Antagonist of Human D 1 Dopamine Receptor: qHTS; HEK293 TREx D1 cells, calcium flux, dopamine EC80; stronger effect = lower value; activity change, negative = inhibition, % at 10 µM; 3.2% of 360,000 active; in the data active means activity change below about -30%; further: on the % scale 0 is the no-effect control and ±100 the full control effect
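Inducible Hek293 Trex D1 cells (tetracycline, overnight, 30 C). Calcium dye 30–90 min RT. Antagonist mode: EC80 dopamine added after 180 s compound read.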
RXFP1 ag = qHTS Assay for Agonists of the Relaxin Receptor RXFP1. Relaxin receptor 1 (Homo sapiens), Q9HBX9. HEK293T-RXFP1 cAMP TR-FRET, 30 min; response scale: percent of porcine relaxin response, buffer zero. Potency, µM (titrated, usually from 57.5 µM), for the others: at the top dose activation, usual class: activators. 0.3% of 370,000 active; further: potency means the concentration at half of the fitted maximal effect; on the % scale 0 is the no-effect control and ±100 the full control effect; nearly all actives have a fitted effect of over 60% in size; many of its hits are not listed in these tables
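cAMP rise read by TR-FRET after 30 min, 37C compound exposure (up to 58 uM) in RXFP1-transfected HEK293 cells with Ro 20174 present. EC50 from Hill-equation fits, with 29 nM porcine relaxin as 100% and buffer as basal.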
Vif-APOBEC3G blk = qHTS for Inhibitors of Vif-A3G Interactions: qHTS; DNA dC->dU-editing enzyme APOBEC-3G (Homo sapiens), Q9HC16; HeLa A3G-eYFP + Vif (tagged APOBEC3G with the HIV-1 protein that degrades it), YFP fluorescence, overnight; Potency, µM (doses to about 46.1 µM), without a hit: at the top dose activity, negative = active, actives largely listed as inhibitors; 0.076% of 410,000 active; AID 602310, 2012;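 further: potency means the concentration at half of the fitted maximal effect; on the % scale 0 is the no-effect control and ±100 the full control effect; nearly all actives have a fitted effect of over 60% in size; hits raise eYFP signal because A3G escapes Vif-driven loss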
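Read-out is eYFP fluorescence (Ex 488/Em 500-530) from Vif-expressing HeLa A3G-eYFP cells; more signal means A3G escaped Vif-mediated degradation. Cells plated overnight, compound pinned in, incubated overnight at 37 deg C.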
D2 PAM = HTS Assay for Positive Allosteric Modulators of the Human D2 Dopamine Receptor: Primary Screen for Potentiators; 0.34% of 340,000 active; AID 485347, 2010; D(2) dopamine receptor (Homo sapiens), P14416; HEK293 T-REx D2, calcium flux, EC20 dopamine potentiation; potentiation, % at 10 µM;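 active means potentiation over 3 SD above the plate norm, cut at about 30% in these data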; further: 0% is about no effect
Target sequence (P14416 whole entry, looked up): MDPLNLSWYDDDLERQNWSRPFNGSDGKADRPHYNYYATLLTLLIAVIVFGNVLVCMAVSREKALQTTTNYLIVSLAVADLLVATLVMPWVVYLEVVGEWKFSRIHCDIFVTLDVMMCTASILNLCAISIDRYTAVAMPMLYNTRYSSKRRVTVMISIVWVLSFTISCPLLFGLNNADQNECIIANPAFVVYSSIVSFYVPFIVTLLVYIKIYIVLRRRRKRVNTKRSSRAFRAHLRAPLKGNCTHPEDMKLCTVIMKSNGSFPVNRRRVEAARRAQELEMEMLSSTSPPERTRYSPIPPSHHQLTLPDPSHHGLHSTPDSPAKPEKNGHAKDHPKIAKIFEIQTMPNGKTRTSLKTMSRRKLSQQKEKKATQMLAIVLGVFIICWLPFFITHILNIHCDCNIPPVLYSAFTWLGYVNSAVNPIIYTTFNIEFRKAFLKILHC
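Potentiation of an EC20 dopamine calcium response is measured in a force-coupled, tetracycline-inducible Hek293 Trex D2 line. Compound-only kinetic reads over 180 s flag agonists before dopamine addition.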
RXFP1 antag = qHTS Assay for Antagonists of the Relaxin Receptor RXFP1. activity change, negative = inhibition, % at 57.5 µM. 0.59% of 350,000 active. HEK293-RXFP1, relaxin-stimulated cAMP HTRF, 30 min; stronger effect = lower value. AID 1259400, 2018. Relaxin receptor 1 (Homo sapiens), Q9HBX9;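 active means activity change of -60% or lower, but not beyond a set lower limit; inconclusive means change between -60% and -40%, or beyond the set limit; inactive means change above -40%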; further: on the % scale 0 is the no-effect control and ±100 the full control effect
Numbers without * were called inactive; u = inconclusive; x = no result given; & = joins results of further samples. Unless noted, the call rests on the fitted dose curve; in most records, active means well fitted curve in the direction sought with a large enough effect; inconclusive means small, poorly fitted or top-dose-only effect, or another doubt; inactive means no such curve, though single readings can be large; an effect the other way counts as inactive or inconclusive. Only part of the results is shown, so the mix of outcomes need not match the whole.

(1) Cc1cc(C(=O)NC2CC(C)(C)Cc3c2cnn3-c2ccc(F)cc2)nn1C (stereo not drawn)
(2) COc1ccc(S(=O)(=O)N2CCCCCC2)cc1C(=O)NCc1ccccc1Cl
(3) COc1ccc(CN2CCN(S(=O)(=O)c3ccc(NC(C)=O)cc3)CC2)cc1
(4) C[C@H](NC(=O)c1ccccc1)C(=O)OCC(=O)Nc1ccc2c(c1)OCO2
(5) Cc1nc2ccccc2cc1C(=O)NCc1ccccc1
(6) CCN(CC)C(=O)n1c(Cc2ccccc2)nc2ccccc21
(7) CCCCNc1nc2ccccc2nc1NS(=O)(=O)c1cccs1
(8) Cc1ccc(S(=O)(=O)Nc2ccc(-c3csc(-c4ccccc4)n3)cc2)cc1

Assay by compound,1,2,3,4,5,6,7,8
D1 ag,-1,0,10,1,x,4,1,2
Vif-A3F inh,-5%,2%,-16%,6%,5%,-9%,-5%,3%
D1 PAM,2,1,-12,-1,x,2,-4,-10
Glioma ERSR ind,2%,-4%,-6%,1%,-3%,5%,-3%,15%
D1 antag,17,11,-11,-18,x,18,-13,5
RXFP1 ag,-0.7%,0.7%,4.6%,-0.4%,x,-0.6%,1.9%,-0.1%
Vif-APOBEC3G blk,2%,-10%,1%,-2%,2%,0%,0%,-16%
D2 PAM,5,-9,6,x,x,0,-5,-17
RXFP1 antag,10,-2,-1,2,-11,9,8,-3

(9) C=C(C)CN(CC)C(=O)CN1C(=O)NC2(CCc3ccccc32)C1=O (stereo not drawn)
(10) COCCC1CCCCN1C(=O)c1cccc(OC2CCN(S(C)(=O)=O)CC2)c1 (stereo not drawn)
(11) CC1CC(C)CN(C(=O)COC(=O)c2ccc3ccccc3n2)C1 (stereo not drawn)
(12) COc1ccc(CNC(=O)C(C)OC(=O)CN2C(=O)COc3ccccc32)cc1 (stereo not drawn)
(13) Cc1cccc(NC(=O)[C@H](C)NC(=O)[C@@H]2Cc3ccccc3CN2C(=O)OC(C)(C)C)c1
(14) Cc1ccsc1CNC1C2CC3CC(C2)CC1C3 (stereo not drawn)
(15) Cc1c(NC(=O)COC(=O)/C=C/c2ccc(Cl)cc2)c(=O)n(-c2ccccc2)n1C
(16) O=C(c1ccccc1NS(=O)(=O)c1cccc(C(F)(F)F)c1)N1CCc2ccccc21

Assay by compound,9,10,11,12,13,14,15,16
D1 ag,4,1,8,0,3,2,2,3
Vif-A3F inh,-2%,-1%,4%,11%,1%,-7%,10%,1%
D1 PAM,-3,6,-2,-3,4,-6,0,0
Glioma ERSR ind,1%,-5%,-4%,3%,-3%,-4%,3%,-7%
D1 antag,0,20,-37*,6,-10,5,-16,-5
RXFP1 ag,-2.6%,-0.6%,0.4%,0.2%,0.6%,2.0%,2.1%,-0.6%
Vif-APOBEC3G blk,0%,0%,0%,-6%,-2%,1%,-2%,0%
D2 PAM,-15,16,2,x,17,-10,20,x
RXFP1 antag,8,-2,-2,6,-2,-11,-9,16

Record cards, from the list above.
O=C(c1ccccc1NS(=O)(=O)c1cccc(C(F)(F)F)c1)N1CCc2ccccc21 is entered as D1 ag = 3; Vif-A3F inh = 1%; D1 PAM = 0; Glioma ERSR ind = -7%; D1 antag = -5; RXFP1 ag = -0.6%; Vif-APOBEC3G blk = 0%; D2 PAM = x; RXFP1 antag = 16
Cc1ccsc1CNC1C2CC3CC(C2)CC1C3 (stereo not drawn) is entered as D1 ag = 2; Vif-A3F inh = -7%; D1 PAM = -6; Glioma ERSR ind = -4%; D1 antag = 5; RXFP1 ag = 2.0%; Vif-APOBEC3G blk = 1%; D2 PAM = -10; RXFP1 antag = -11

Further entries.
(17) Cc1cccc2c(CC(=O)O)noc12
(18) COc1ccc(C(=O)NNC(=O)C(=O)Nc2ccc(C)c(Cl)c2)cc1
(19) CC(OC(=O)CCN=C1NS(=O)(=O)c2ccccc21)C(=O)N(C)c1ccccc1 (stereo not drawn)
(20) O=S(=O)(Nc1ccc(-n2cnnn2)cc1)c1cccc(Cl)c1
(21) Cc1ccccc1Nc1nc(-c2cccc(Cl)c2)c2c(n1)-c1ccccc1OC2
(22) Cc1cccc(NC(=O)CSc2nnc3scc(-c4ccccc4)n23)c1
(23) Cc1ccc2scc(N3CCN(c4ccccc4)CC3)c(=O)c2c1
(24) N#Cc1ccc(/C=C/C(=O)c2ccccc2)cc1

Assay by compound,17,18,19,20,21,22,23,24
D1 ag,3,2,5,3,0,0,2,3
Vif-A3F inh,-20%,2%,-13%,4%,-17%,x,5%,-7%
D1 PAM,-2,0,-4,-2,-2,-3,-1,-5
Glioma ERSR ind,-2%,2%,-3%,-3%,-2%,x,2%,-5%
D1 antag,-3,-3,-11,-17,-5,-2,-7,-1
RXFP1 ag,0.5%,-0.3%,0.0%,-0.1%,0.0%,2.0%,1.6%,-2.7%
Vif-APOBEC3G blk,0%,3%,0%,-7%,-5%,x,-4%,u
D2 PAM,9,10,-4,13,1,2,-18,-5
RXFP1 antag,3,1,7,4,-11,-13,-13,-11

(25) COc1ccc(C)cc1S(=O)(=O)N(C)CC(=O)NCc1ccco1
(26) CCSc1ccccc1C(=O)Nc1cc(C)on1
(27) O=C(O)c1ccc(NC(=O)c2cc(S(=O)(=O)N3CCCCC3)c(Cl)cc2Cl)cc1
(28) CC(C)CCOc1ccc(-c2c(=O)n(OCc3ccc([N+](=O)[O-])cc3)c3ccccc3[n+]2[O-])cc1
(29) CCOC(=O)c1oc2c(c1C)C(=O)CCC2
(30) COc1ccc(NC(=O)/C=C/c2cccc(Br)c2)cn1
(31) Cc1cc(C)cc(NC(=O)C(CC(C)C)NC(=O)C2CCCCC2)c1 (stereo not drawn)
(32) CC(C)CCNC(=O)CN(Cc1ccccc1)C(=O)CCC(=O)Nc1nccs1

Assay by compound,25,26,27,28,29,30,31,32
D1 ag,2,-3,1,4,3,2,2,-1
Vif-A3F inh,-7%,-5%,-7%,-8%,2%,3%,2%,-4%
D1 PAM,0,4,-2,3,-2,-9,0,-2
Glioma ERSR ind,-3%,-1%,-4%,-5%,1%,-1%,-2%,-1%
D1 antag,7,17,-25,-4,5,1,1,26
RXFP1 ag,0.0%,1.0%,0.9%,3.5%,-0.8%,3.3%,-1.2%,0.5%
Vif-APOBEC3G blk,2%,0%,1%,5%,-1%,-2%,-2%,-4%
D2 PAM,11,-2,0,6,-10,-11,9,x
RXFP1 antag,6,0,-16,-2,x,-8,-7,-4

Entries listed above that bear a hit mark in D1 antag:
| item | structure | D1 ag | D1 PAM | D1 antag | RXFP1 ag | Vif-APOBEC3G blk | D2 PAM | RXFP1 antag |
| --- | --- | --- | --- | --- | --- | --- | --- | --- |
| 11 | CC1CC(C)CN(C(=O)COC(=O)c2ccc3ccccc3n2)C1 (stereo not drawn) | 8 | -2 | -37* | 0.4% | 0% | 2 | -2 |

More entries follow.
(33) CCN(CC)C(=O)c1cccc2nc3ccccc3nc12
(34) NC(=O)c1cc([N+](=O)[O-])ccc1N1CCCCC1
(35) CCOc1cccc(NC(=O)CSc2sc3c(O)cc(=O)[nH]c3c2C#N)c1
(36) OCc1nc(CO)n(Cc2ccccc2)n1
(37) O=C(O)CN1C(=O)C2(OCCO2)c2cc(Br)ccc21
(38) COc1ccc(NC(=S)NNC(=S)Nc2cccc(C(F)(F)F)c2)cc1
(39) Cc1cc(Br)ccc1SCC(=O)NCC(c1ccco1)N1CCCCC1 (stereo not drawn)
(40) CCOC(=O)c1nnn2c1nc(SCC(C)=O)c1ccccc12

Assay by compound,33,34,35,36,37,38,39,40
D1 ag,1,3,0,2,x,4,3,0
Vif-A3F inh,4%,-12%,3%,-4%,1%,0%,3%,8%
D1 PAM,-3,1,-7,-3,x,-1,-6,4
Glioma ERSR ind,-1%,-3%,-3%,1%,-3%,3%,-2%,-2%
D1 antag,6,-5,4,-5,x,-10,6,4
RXFP1 ag,2.2%,-0.5%,5.2%,2.2%,x,-0.5%,0.3%,16µM*
Vif-APOBEC3G blk,0%,-2%,1%,2%,0%,-9%,1%,-1%
D2 PAM,-1,x,26,6,x,3,x,-1
RXFP1 antag,-6,36,-16,8,-4,-21,u,22

(41) NC(=O)c1ccccc1OCCOc1ccc(Br)cc1
(42) O=C(COC(=O)c1cccc(S(=O)(=O)Nc2ccc(F)cc2)c1)NCCN1C(=O)CSC1=O
(43) CC(=O)c1ccc(OCc2ccccc2)c(C)c1O
(44) O=C(NCCC1=CCCCC1)C1CCN(S(=O)(=O)c2ccc(Br)s2)CC1

Assay by compound,41,42,43,44
D1 ag,24,2,-2,10
Vif-A3F inh,8%,-2%,2%,-6%
D1 PAM,-16,0,1,-4
Glioma ERSR ind,5%,-4%,1%&4%,-4%
D1 antag,-7,5,13,4
RXFP1 ag,0.7%,0.1%,3.7%,1.6%
Vif-APOBEC3G blk,-1%,0%,-3%,2%
D2 PAM,15,-15,-1,-4
RXFP1 antag,-6,-1,x,-11

High-throughput results as filed in PubChem.
